Screening data as filed in PubChem BioAssay.
MgcRacGAP inhibition: MgcRacGAP GTPase-activating activity inhibitors, confirmation, biochemical, ADP Hunter fluorescence | 0.6% of 340,000 active | MgcRacGAP-stimulated Rac1 GTP hydrolysis, ADP Hunter fluorescence; higher % means a stronger effect; GST-tagged Rac1 F28L mutant substrate | inhibition, % at 30 µM; hits with a dose series show IC50 in µM;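 active = first-screen hits whose inhibition reached a set limit at any dose in the follow-up dose series; inconclusive = inhibition above the set first-screen limit but never retested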;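 note: fluorescence reports GDP produced by GAP-driven GTP hydrolysis; strong numbers were not always called active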
NTR1 ag: agonists of NTR1, primary screen, imaging, U2OS cells, beta-arrestin-GFP, high content (AID 493036); NTR1-U2OS beta-arrestin-GFP spot imaging, agonist mode; activation, % at 20 µM; 0.17% of 330,000 active; Neurotensin receptor type 1 (Homo sapiens), P30989;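 active = activation at or above 40% of the spot to cytoplasm intensity ratio, with at least 20 cells analyzed; inconclusive = wells under 20 cells, flagged as cytotoxic or low count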;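 note: 0% = DMSO without peptide and 100% = 100 nM NTR1 peptide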
Target sequence (P30989 whole entry, looked up): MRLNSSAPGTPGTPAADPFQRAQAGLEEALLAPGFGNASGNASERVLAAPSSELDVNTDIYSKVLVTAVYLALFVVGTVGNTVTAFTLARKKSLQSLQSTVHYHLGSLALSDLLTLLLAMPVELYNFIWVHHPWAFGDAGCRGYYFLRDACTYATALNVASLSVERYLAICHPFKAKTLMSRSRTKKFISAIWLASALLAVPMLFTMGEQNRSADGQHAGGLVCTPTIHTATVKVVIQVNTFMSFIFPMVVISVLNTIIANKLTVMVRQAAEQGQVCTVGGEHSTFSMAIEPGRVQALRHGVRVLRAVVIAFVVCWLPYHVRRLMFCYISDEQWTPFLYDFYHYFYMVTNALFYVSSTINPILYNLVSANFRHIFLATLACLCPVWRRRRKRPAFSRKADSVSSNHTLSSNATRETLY
T cell HTS: modulators of CD8 T cell-vesicle binding, primary screen, mouse 2C CD8+ T cells, flow cytometry. 2C CD8+ T cell-vesicle binding; stronger effect = lower value. calls only at 7 µM. 0.068% of 330,000 active. AID 2052, 2009;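 active = response, share of CD8 T cells binding vesicles, and their 90th percentile fluorescence all below set limits, cut at about 80% in these data, passing the limit was not always enough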
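Material: 2C TCR transgenic mouse naive CD8+ T cells, MACS-purified. Also added: QL9-charged Drosophila Ld/ICAM-1/B7-1 vesicles. Timing: binding 1.5 h at 37 °C. Measured by: high-throughput flow cytometry with anti-B7-1 and anti-CD8 staining. Read-out: percent CD8+ FL2 mean versus row control. Controls: Unloaded micro-vesicles (low), QL9 vesicles with 0.7% DMSO (high).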
GPR55 beta-arrestin: GPR55 agonists via beta-arrestin recruitment, primary screen, imaging, U2OS cells, beta-arrestin-GFP redistribution (AID 1961). U2OS GPR55 beta-arrestin-GFP redistribution imaging; higher % means a stronger effect. 0.048% of 290,000 active. G-protein coupled receptor 55 (Homo sapiens). activation, % at 10 µM; hits with a dose series show EC50 in µM;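 active = activation above 40% with more than 50 cells counted in the well; inconclusive = wells holding fewer than 50 cells, flagged as toxic or sparse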;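 note: U2OS osteosarcoma cells stably expressing GPR55 and beta-arrestin-GFP; plate controls were DMSO negative control for no effect and LPI positive control for full effect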
SV40 large T antigen: SV40 large T antigen inhibitors, biochemical (AID 1903) | one-dose inhibition, % at 20 µM; IC50 in µM for titrated hits | 0.39% of 310,000 active | SV40 large T antigen ATPase/helicase inhibition assay; higher % means a stronger effect; in the data active = a potency from the dose series; inconclusive = inhibition mostly from about 32% at the one dose, without a potency; inactive = the rest, 99 in 100 with inhibition below about 32%; note: strong numbers were not always called active
GPR55 antagonists: GPR55 antagonists blocking LPI-driven arrestin recruitment, primary screen, imaging, U2OS, beta-arrestin-GFP, LPI agonist (AID 2013). G-protein coupled receptor 55 (Homo sapiens). 0.13% of 290,000 active. inhibition, % at 10 µM, or IC50 in µM where a hit was titrated. U2OS GPR55 beta-arrestin-GFP translocation imaging, LPI antagonism; higher % means a stronger effect;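 active = spots per cell inhibited over 60%, with over 100 cells counted and total cytoplasm intensity under 500,000; inconclusive = wells with under 100 cells, flagged as likely toxic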;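 note: U2OS cells stably carrying GPR55 and arrestin-GFP stimulated by 5 µM LPI near EC80; imaged beta-arrestin-GFP aggregate spots per cell after agonist stimulation; plate controls were LPI-stimulated DMSO wells for no effect and DMSO wells without LPI for full effect; some results filed as inactive read as strong as hits; confirmed hits need IC50 under 10 µM and bright autofluorescent wells are also inconclusive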
Lipid droplet: inhibitors of hepatocyte lipid droplet formation, primary screen, imaging, high-throughput imaging, BODIPY stain; AML12 mouse hepatocytes, oleate lipid droplets; inhibition, % at 6.5 µM; 0.4% of 240,000 active;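 active = lipid droplet intensity inhibited by at least 50%, with more than 500 cells counted; inconclusive = wells with under 300 cells, treated as cytotoxic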
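Material – AML12 mouse liver cells · Also added – oleate loading, 100 µM · Compound dosing – 6.5 µM single-point dosing · Times – overnight treatment with compound plus oleate · Measured by – fluorescence imaging, 20x objective, two fields per well · Read-out – percent inhibition of filter-corrected integrated lipid droplet intensity per well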
LYP inhibition: inhibitors of LYP phosphatase, biochemical, fluorescence intensity, uHTS (AID 1779) | recombinant LYP phosphatase, fluorescence intensity; higher % means a stronger effect | Tyrosine-protein phosphatase non-receptor type 22 (Homo sapiens) | 0.054% of 290,000 active | one-dose inhibition, % at 11.5 µM; IC50 in µM for titrated hits; in the data active = inhibition above about 50%;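 note: plate controls were vehicle with enzyme for no effect and no enzyme for full effect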
GPR35 arrestin U2OS: GPR35 antagonists blocking zaprinast-driven arrestin recruitment, primary screen, imaging, U2OS, beta-arrestin-GFP, zaprinast agonist (AID 2058). G-protein coupled receptor 35 (Homo sapiens). U2OS GPR35 beta-arrestin-GFP translocation imaging, zaprinast antagonism; higher % means a stronger effect. inhibition, % at 10 µM; hits with a dose series show IC50 in µM. 0.052% of 290,000 active;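 active = inhibition of at least 50% with at least 30 cells and total cytoplasm GFP at most 10,000,000; inconclusive = under 30 cells or total GFP of 10,000,000 plus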
Lipid droplet cells 6.5 µM: recorded beside Lipid droplet, whose call it bears; cell count; measured here: cell count, cytotoxicity flag;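 cells counted across two imaged fields per well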
T cell HTS vesicle-bound %: further read-out of T cell HTS, marked with its call; double positive events, %; measured here: CD8+ vesicle-bound cell fraction;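 binding gate set so that unloaded-vesicle control wells show 10% double positive cells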
NTR1 ag cell count 20 µM: recorded beside NTR1 ag, whose call it bears; cell count; measured here: cell count, cytotoxicity flag
The depositor's hits bear a star.

Screening CNC(=O)CSc1nnc(-c2ccccc2F)n1CCc1ccccc1 returned MgcRacGAP inhibition -1%, NTR1 ag 1.7, T cell HTS inactive, GPR55 beta-arrestin -0.3%, SV40 large T antigen 10%, GPR55 antagonists 0%, Lipid droplet 5, LYP inhibition 2%, GPR35 arrestin U2OS 1%, Lipid droplet cells 6.5 µM 693, T cell HTS vesicle-bound % 24 and NTR1 ag cell count 20 µM 66.
`Cc1noc(C)c1CSCc1ccc(Cl)cc1` gave NTR1 ag -1.9, T cell HTS inactive, GPR55 beta-arrestin -0.3%, SV40 large T antigen 9%, GPR55 antagonists 18%, Lipid droplet 0, LYP inhibition -3%, GPR35 arrestin U2OS -4%, Lipid droplet cells 6.5 µM 723, T cell HTS vesicle-bound % 41 and NTR1 ag cell count 20 µM 95.
For CC(C)c1ccc(C(N)=S)cc1 the results were MgcRacGAP inhibition 14%, NTR1 ag -0.1, T cell HTS inactive, GPR55 beta-arrestin -0.2%, SV40 large T antigen 12%, GPR55 antagonists 11%, Lipid droplet 4, LYP inhibition -2%, GPR35 arrestin U2OS -6%, Lipid droplet cells 6.5 µM 682, T cell HTS vesicle-bound % 50 and NTR1 ag cell count 20 µM 42.
Screening COc1ccc(CNC(=O)COC(=O)/C=C/c2ccc(S(=O)(=O)N3CCOCC3)cc2)cc1 returned NTR1 ag 0.7, T cell HTS inactive, GPR55 beta-arrestin 0.9%, SV40 large T antigen 4%, GPR55 antagonists 4%, Lipid droplet 24, LYP inhibition 0%, GPR35 arrestin U2OS -13%, Lipid droplet cells 6.5 µM 745, T cell HTS vesicle-bound % 15 and NTR1 ag cell count 20 µM 38.
For COc1ccccc1NC(=O)Nc1nnc(C(C)c2ccccc2)s1 (centres undefined) the results were MgcRacGAP inhibition 11%, NTR1 ag 8.1, T cell HTS inactive, GPR55 beta-arrestin -0.2%, SV40 large T antigen 4%, GPR55 antagonists 7%, Lipid droplet -4, LYP inhibition -5%, GPR35 arrestin U2OS -2%, Lipid droplet cells 6.5 µM 794, T cell HTS vesicle-bound % 12 and NTR1 ag cell count 20 µM 66.
Screening COC(=O)c1ccc2c(c1)C(C)(C)C(/C=C/c1ccccc1O)=[N+]2C returned MgcRacGAP inhibition 21µM*, NTR1 ag 50*, T cell HTS inactive, GPR55 beta-arrestin 2.7µM*, SV40 large T antigen 22%, GPR55 antagonists 12%, LYP inhibition -1%, GPR35 arrestin U2OS 19%, T cell HTS vesicle-bound % 53 and NTR1 ag cell count 20 µM 84*.
CCN(C(=O)c1cccc(NC(=O)c2ccccc2)c1)C1CCCCC1 was read as MgcRacGAP inhibition 8%, NTR1 ag 0.5, T cell HTS inactive, GPR55 beta-arrestin -0.1%, SV40 large T antigen 8%, GPR55 antagonists -9%, Lipid droplet 5, LYP inhibition -10%, GPR35 arrestin U2OS -5%, Lipid droplet cells 6.5 µM 798, T cell HTS vesicle-bound % 9 and NTR1 ag cell count 20 µM 50.
COc1ccc(CCN2C(=O)C3C4CC(C5C(C(=O)O)=NOC45)C3C2=O)cc1OC (centres undefined) was read as MgcRacGAP inhibition 3%, NTR1 ag -2.9, T cell HTS inactive, GPR55 beta-arrestin 0.0%, SV40 large T antigen 4%, GPR55 antagonists 2%, Lipid droplet -5, LYP inhibition -8%, GPR35 arrestin U2OS 8%, Lipid droplet cells 6.5 µM 739, T cell HTS vesicle-bound % 26 and NTR1 ag cell count 20 µM 63.
`CN(C)c1ccc(NC(=O)CSc2n[nH]c(-c3ccco3)n2)cc1` gave MgcRacGAP inhibition 30%, NTR1 ag 0.5, T cell HTS inactive, GPR55 beta-arrestin 0.3%, SV40 large T antigen inconclusive, GPR55 antagonists 12%, Lipid droplet -5, LYP inhibition -8%, GPR35 arrestin U2OS 9%, Lipid droplet cells 6.5 µM 674, T cell HTS vesicle-bound % 39 and NTR1 ag cell count 20 µM 58.
`CC(C)OC(=O)/C(=C\c1ccccc1)NC(=O)c1ccccc1` gave MgcRacGAP inhibition 5%, NTR1 ag -0.8, T cell HTS inactive, GPR55 beta-arrestin 0.4%, SV40 large T antigen -2%, GPR55 antagonists -2%, Lipid droplet -26, LYP inhibition 2%, GPR35 arrestin U2OS -14%, Lipid droplet cells 6.5 µM 680, T cell HTS vesicle-bound % 18 and NTR1 ag cell count 20 µM 35.
CSc1cccc(N2CC(C(=O)Nc3cccc(S(=O)(=O)N4CCCC4)c3)CC2=O)c1 (centres undefined) was read as MgcRacGAP inhibition 1%, NTR1 ag -1.6, T cell HTS inactive, SV40 large T antigen 14%, T cell HTS vesicle-bound % 21 and NTR1 ag cell count 20 µM 50.
For CC(=O)N1CCN(S(=O)(=O)c2ccc(C)cc2)C1C (centres undefined) the results were MgcRacGAP inhibition -10%, NTR1 ag -0.8, T cell HTS inactive, SV40 large T antigen 10%, T cell HTS vesicle-bound % 47 and NTR1 ag cell count 20 µM 67.

Overlap with the part before: two entries, then new ones.
CSc1cccc(N2CC(C(=O)Nc3cccc(S(=O)(=O)N4CCCC4)c3)CC2=O)c1 (centres undefined) was read as MgcRacGAP inhibition 1%, NTR1 ag -1.6, T cell HTS inactive, SV40 large T antigen 14%, T cell HTS vesicle-bound % 21 and NTR1 ag cell count 20 µM 50.
For CC(=O)N1CCN(S(=O)(=O)c2ccc(C)cc2)C1C (centres undefined) the results were MgcRacGAP inhibition -10%, NTR1 ag -0.8, T cell HTS inactive, SV40 large T antigen 10%, T cell HTS vesicle-bound % 47 and NTR1 ag cell count 20 µM 67.
Cc1ccc(-c2nn(-c3ccccc3)cc2C(=O)Nc2ccc(C)c(S(=O)(=O)N3CCOCC3)c2)cc1 was read as MgcRacGAP inhibition -2%, NTR1 ag 0.0, T cell HTS inactive, GPR55 beta-arrestin -0.2%, SV40 large T antigen 10%, GPR55 antagonists 6%, Lipid droplet -9, LYP inhibition 4%, GPR35 arrestin U2OS 8%, Lipid droplet cells 6.5 µM 686, T cell HTS vesicle-bound % 32 and NTR1 ag cell count 20 µM 41.
`COc1ccc(-n2c(CNC(=O)c3ccc(S(=O)(=O)N4CCCC4)cc3)n[nH]c2=S)cc1` gave MgcRacGAP inhibition 9%, NTR1 ag 0.0, T cell HTS inactive, GPR55 beta-arrestin 0.3%, SV40 large T antigen 15%, GPR55 antagonists 4%, LYP inhibition -6%, GPR35 arrestin U2OS 14%, T cell HTS vesicle-bound % 42 and NTR1 ag cell count 20 µM 61.
For CCCCC1(O)CC(C(F)(F)F)=NN1C(=O)COc1ccccc1 (centres undefined) the results were MgcRacGAP inhibition 2%, NTR1 ag 0.6, T cell HTS inactive, GPR55 beta-arrestin -0.1%, SV40 large T antigen 6%, GPR55 antagonists -2%, Lipid droplet -24, LYP inhibition -1%, GPR35 arrestin U2OS 13%, Lipid droplet cells 6.5 µM 679, T cell HTS vesicle-bound % 30 and NTR1 ag cell count 20 µM 75.
Screening CC(C)c1ccc(-c2nnn(CCC(=O)O)n2)cc1 returned MgcRacGAP inhibition 2%, NTR1 ag 3.5, T cell HTS inactive, GPR55 beta-arrestin -2.1%, SV40 large T antigen 8%, GPR55 antagonists 15%, LYP inhibition -3%, GPR35 arrestin U2OS 7%, T cell HTS vesicle-bound % 26 and NTR1 ag cell count 20 µM 88.
Screening CCOc1ccc(S(=O)(=O)N(CC(=O)O)c2ccc(C)cc2)cc1 returned MgcRacGAP inhibition 8%, NTR1 ag 0.2, T cell HTS inactive, GPR55 beta-arrestin -0.1%, SV40 large T antigen 0%, GPR55 antagonists -15%, Lipid droplet -16, LYP inhibition -6%, GPR35 arrestin U2OS 12%, Lipid droplet cells 6.5 µM 655, T cell HTS vesicle-bound % 45 and NTR1 ag cell count 20 µM 62.
`C/C(Cn1nnc([N+](=O)[O-])n1)=N\NC(=O)c1ccc(Cl)c(Cl)c1` gave MgcRacGAP inhibition 11%, NTR1 ag -0.5, T cell HTS inactive, GPR55 beta-arrestin 0.0%, SV40 large T antigen 3%, GPR55 antagonists 2%, LYP inhibition -10%, GPR35 arrestin U2OS 12%, T cell HTS vesicle-bound % 29 and NTR1 ag cell count 20 µM 48.
Screening O=C(Cc1c(C(=O)O)[nH]c2ccccc12)NCCN1CCN(c2cccc(Cl)c2)CC1 returned MgcRacGAP inhibition 12%, NTR1 ag -0.3, T cell HTS inactive, GPR55 beta-arrestin 0.0%, SV40 large T antigen 4%, GPR55 antagonists 4%, Lipid droplet 10, LYP inhibition -7%, GPR35 arrestin U2OS -2%, Lipid droplet cells 6.5 µM 759, T cell HTS vesicle-bound % 48 and NTR1 ag cell count 20 µM 68.
For CCOc1ccc(NC(=O)CCCNC(=O)Cn2cnc3sc(C)c(C)c3c2=O)cc1 the results were MgcRacGAP inhibition 6%, NTR1 ag -3.8, T cell HTS inactive, GPR55 beta-arrestin -0.2%, SV40 large T antigen -3%, GPR55 antagonists -8%, Lipid droplet -17, LYP inhibition -9%, GPR35 arrestin U2OS -7%, Lipid droplet cells 6.5 µM 727, T cell HTS vesicle-bound % 25 and NTR1 ag cell count 20 µM 30.
Screening O=C1CC(=O)Nc2cc(S(=O)(=O)NCc3cccs3)ccc2N1 returned MgcRacGAP inhibition 9%, NTR1 ag 2.4, T cell HTS inactive, GPR55 beta-arrestin 0.0%, SV40 large T antigen 8%, GPR55 antagonists 18%, Lipid droplet -11, LYP inhibition -10%, GPR35 arrestin U2OS 21%, Lipid droplet cells 6.5 µM 750, T cell HTS vesicle-bound % 10 and NTR1 ag cell count 20 µM 50.
